M1AAP inhibition: P. falciparum M1AAP inhibitors, biochemical, fluorogenic H-Leu-NHMec substrate, 1536-well (AID 1445); Aminopeptidase N (Plasmodium falciparum (isolate 3D7)); recombinant M1AAP, H-Leu-NHMec fluorogenic kinetic assay; higher % means a stronger effect; one-dose inhibition, % at 30 µM; IC50 in µM for titrated hits; actives 0.42% (n = 220,000);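 active = primary inhibition above the hit cutoff, then over 50% inhibition at one or more dose response concentrations, cut at about 23% in these data, passing the limit was not always enough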;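 note: plate controls were DMSO full reaction for no effect and no enzyme background for full effect; strong numbers were not always called active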
CSM14.1 death rescue: rescue of cells from ER stress-induced death, primary screen, 384-well, CSM14.1, thapsigargin, ATP luminescence (AID 1222); cellular ATP content (survival), % at 20 µM; hits with a dose series show EC50 in µM; CSM14.1 thapsigargin-induced death rescue, ATP luminescence; higher % means a stronger effect; 190,000 tested, under 10 active;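 active = EC50 below 50 µM in the dose-response confirmation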;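 note: death triggered by thapsigargin at about 15 µM added after 2 h compound pretreatment; cell ATP read after overnight thapsigargin exposure of roughly 18 to 22 hours; normalized against plate controls of thapsigargin alone and 5% DMSO vehicle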
XIAP displacement: XIAP antagonists, biochemical, IAP family, fluorescence polarization (AID 1018); XIAP BIR domain, fluorescence polarization peptide displacement; higher % means a stronger effect; displacement, % at 20 µM, or IC50 in µM where a hit was titrated; actives 0.007% (n = 200,000); in the data active = displacement above about 50%; note: a part of the inactive calls stands beside numbers as strong as those of hits
NOD2 inhibition: NOD2 signaling inhibitors, cell-based, luminescence, uHTS, HEK293 (AID 1566); HEK293 NOD2/NF-kB luciferase reporter, luminescence; higher % means a stronger effect; actives 0.63% (n = 290,000); inhibition, % at 4 µM, or EC50 in µM where a hit was titrated; note: many of its hits are not listed in these tables
SIAH1 antagonists: Siah-1 peptide-binding antagonists, primary screen, biochemical, fluorescence polarization, rhodamine-plectin, uHTS (AID 1817) | Siah-1 / rhodamine-plectin peptide fluorescence polarization; higher % means a stronger effect | E3 ubiquitin-protein ligase SIAH1 (Homo sapiens) | displacement, % at 20 µM, or IC50 in µM where a hit was titrated | actives 0.02% (n = 290,000);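 active = displacement of at least 50% at 20 µM, with a fluorescence ratio check between 0.3 and a set limit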;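 note: plate controls were Siah plus tracer with DMSO for no effect and tracer alone without Siah for full effect; strong numbers were not always called active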
AID2073: inhibitors of Mint1-CaV2.2 protein interaction, biochemical, HTRF (AID 2073); inhibition, % at 20 µM, or IC50 in µM where a hit was titrated; Voltage-dependent N-type calcium channel subunit alpha-1B (Homo sapiens); HTRF protein-protein interaction, Mint1-CaV2.2; higher % means a stronger effect; actives 0.19% (n = 290,000); in the data active = inhibition mostly above about 51%, no sharp cut-off; note: some results filed as inactive read as strong as hits
Hep lipid drop: inhibitors of hepatocyte lipid droplet formation, primary screen, imaging, high-throughput imaging, BODIPY stain. AML12 mouse hepatocytes, oleate lipid droplets. actives 0.4% (n = 240,000). inhibition, % at 6.5 µM;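 active = lipid droplet intensity inhibited by at least 50%, with more than 500 cells counted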
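Test system: AML12 mouse liver cells; schedule: overnight exposure; technique: high-content imaging of BODIPY-stained droplets and DAPI nuclei; read-out: % inhibition of corrected integrated BODIPY droplet signal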
LYP inhibition: inhibitors of LYP phosphatase, biochemical, fluorescence intensity, uHTS (AID 1779) | Tyrosine-protein phosphatase non-receptor type 22 (Homo sapiens) | recombinant LYP phosphatase, fluorescence intensity; higher % means a stronger effect | inhibition, % at 11.5 µM, or IC50 in µM where a hit was titrated | actives 0.054% (n = 290,000);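 note: plate controls were vehicle with enzyme for no effect and no enzyme for full effect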
P. falciparum M17LAP: P. falciparum M17LAP inhibitors, primary screen, biochemical, fluorogenic H-Leu-NHMec substrate, 1536-well (AID 1619) | Leucine aminopeptidase (Plasmodium falciparum (isolate 3D7)) | recombinant M17LAP, H-Leu-NHMec fluorogenic kinetic assay; higher % means a stronger effect | one-dose inhibition, % at 30 µM; IC50 in µM for titrated hits | actives 0.38% (n = 220,000);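 active = compound inhibiting the enzyme by more than half at any dose during confirmatory dose-response retesting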;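 note: plate controls were full reaction with DMSO carrier for no effect and no enzyme background for full effect; strong numbers were not always called active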
Hep lipid drop cells 6.5 µM: also measured in Hep lipid drop; calls as there; cell count; measured here: cell count, cytotoxicity flag;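 cells counted across two imaged fields per well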
Numbers without * were called inactive. Cut-off read from the data, not from the text of the source, unless noted: active = inhibition above about 50%; inactive = the rest. This is a subset; rates above refer to the full screens.

How did O=C(c1ccc(C#CC2(O)CCCCC2)cc1)N1CCN(Cc2ccccc2)CC1 do in these assays?
M1AAP inhibition: 7%; CSM14.1 death rescue: -1.6%; XIAP displacement: 0.2%; NOD2 inhibition: 8%; SIAH1 antagonists: 2%; AID2073: 10%; LYP inhibition: 5%; P. falciparum M17LAP: 12%

What do the screens show for `Cc1cc(-c2nnc(CCC(=O)NC(C)c3cccc4ccccc34)o2)no1` (stereo not drawn)?
M1AAP inhibition: -3%; CSM14.1 death rescue: 1.9%; XIAP displacement: 5.2%; NOD2 inhibition: 0%; SIAH1 antagonists: 3%; AID2073: 2%; Hep lipid drop: 8; LYP inhibition: 0%; P. falciparum M17LAP: 5%; Hep lipid drop cells 6.5 µM: 629

What do the screens show for `COc1ccc(NC(=O)CN2CCN(C(=O)N3CCOCC3)CC2)cc1`?
NOD2 inhibition: 4%; SIAH1 antagonists: -3%; AID2073: 16%; Hep lipid drop: -1; LYP inhibition: -8%; Hep lipid drop cells 6.5 µM: 818

What do the screens show for `CCc1ccc(C(O)(CC(C)C)C(CN2CCOCC2)c2ccccc2)cc1` (stereo not drawn)?
NOD2 inhibition: 19%; SIAH1 antagonists: 10%; AID2073: -9%; Hep lipid drop: 2; LYP inhibition: -5%; Hep lipid drop cells 6.5 µM: 838

How did O=C(COC(=O)CCc1ccc(S(=O)(=O)N2CCOCC2)cc1)Nc1cccc(Cl)c1 do in these assays?
M1AAP inhibition: 5%; CSM14.1 death rescue: -2.1%; XIAP displacement: -5.1%; NOD2 inhibition: 17%; SIAH1 antagonists: 3%; AID2073: -10%; Hep lipid drop: -34; LYP inhibition: 0%; P. falciparum M17LAP: 3%; Hep lipid drop cells 6.5 µM: 599

Results for Cc1nnc(NC(=O)c2ccc(S(=O)(=O)N3CC(C)CC(C)C3)cc2)o1 (stereo not drawn) ?
NOD2 inhibition: 29%; SIAH1 antagonists: 2%; AID2073: 4%; Hep lipid drop: 6; LYP inhibition: -5%; Hep lipid drop cells 6.5 µM: 845

Results for COc1cc(/C=C2/NC(=O)NC2=O)ccc1OCC(=O)Nc1ccc(F)cc1 ?
NOD2 inhibition: 17%; SIAH1 antagonists: -1%; AID2073: -6%; Hep lipid drop: 10; LYP inhibition: -5%; Hep lipid drop cells 6.5 µM: 628

Results for O=C(c1ccccc1)N1CCN(C(=O)c2cc3ccccc3o2)CC1 ?
M1AAP inhibition: 1%; CSM14.1 death rescue: -1.6%; XIAP displacement: -4.2%; NOD2 inhibition: -2%; SIAH1 antagonists: 8%; AID2073: 11%; LYP inhibition: -3%; P. falciparum M17LAP: 10%

What do the screens show for `O=C(CN(CCO)c1ccccc1)Nc1cccc(S(=O)(=O)N2CCCC2)c1`?
M1AAP inhibition: 4%; CSM14.1 death rescue: 1.1%; XIAP displacement: -0.5%; NOD2 inhibition: 15%; SIAH1 antagonists: 2%; AID2073: 14%; Hep lipid drop: 11; LYP inhibition: 0%; P. falciparum M17LAP: -6%; Hep lipid drop cells 6.5 µM: 716

What do the screens show for `O=C(O)c1c(-c2ccccc2)nnc2ccccc12`?
NOD2 inhibition: -7%; SIAH1 antagonists: 4%; AID2073: -2%; LYP inhibition: -7%

What do the screens show for `Cc1nonc1OCCn1nnnc1N`?
M1AAP inhibition: 2%; CSM14.1 death rescue: -1.3%; XIAP displacement: -4.1%; NOD2 inhibition: 2%; SIAH1 antagonists: 3%; AID2073: -2%; LYP inhibition: -2%; P. falciparum M17LAP: 10%

Results for Cc1cc(CNC(=O)Cc2ccccc2)c2ccccc2n1 ?
M1AAP inhibition: 6%; CSM14.1 death rescue: inactive; XIAP displacement: -9.9%; NOD2 inhibition: -6%; SIAH1 antagonists: 3%; AID2073: 6%; Hep lipid drop: -25; LYP inhibition: 1%; P. falciparum M17LAP: 16%; Hep lipid drop cells 6.5 µM: 667

How did Clc1ccc(SCCn2cncn2)cc1 do in these assays?
M1AAP inhibition: 1%; CSM14.1 death rescue: -0.4%; XIAP displacement: -6.5%; NOD2 inhibition: -4%; SIAH1 antagonists: 6%; AID2073: -4%; Hep lipid drop: 2; LYP inhibition: -3%; P. falciparum M17LAP: 4%; Hep lipid drop cells 6.5 µM: 708

Results for CCOC(=O)c1ccc2c(c1)C(=O)N(C1CCCCC1)C2=O ?
M1AAP inhibition: 15%; CSM14.1 death rescue: 1.3%; XIAP displacement: -3.3%; NOD2 inhibition: 13%; SIAH1 antagonists: 3%; AID2073: -12%; LYP inhibition: -4%; P. falciparum M17LAP: 0%

Results for O=C(O)CCCCCN1C(=O)/C(=C/c2ccncc2)SC1=S ?
M1AAP inhibition: 6%; CSM14.1 death rescue: -1.8%; XIAP displacement: -0.1%; NOD2 inhibition: 17%; SIAH1 antagonists: -3%; AID2073: -6%; Hep lipid drop: 1; LYP inhibition: -10%; P. falciparum M17LAP: 42%; Hep lipid drop cells 6.5 µM: 635

What do the screens show for `O=C1NCCN1Cc1ccc(Cl)cc1`?
M1AAP inhibition: 11%; CSM14.1 death rescue: -5.5%; XIAP displacement: -3.7%; NOD2 inhibition: 13%; SIAH1 antagonists: 6%; AID2073: 8%; Hep lipid drop: 13; LYP inhibition: -8%; P. falciparum M17LAP: 5%; Hep lipid drop cells 6.5 µM: 699

What do the screens show for `CNC(=O)C1CC(=O)N(CCCc2ccccc2)C(=Nc2ccccc2)S1` (stereo not drawn)?
M1AAP inhibition: 1%; CSM14.1 death rescue: 0.7%; XIAP displacement: -3.4%; NOD2 inhibition: 6%; SIAH1 antagonists: 2%; AID2073: 17%; Hep lipid drop: -4; LYP inhibition: -3%; P. falciparum M17LAP: 4%; Hep lipid drop cells 6.5 µM: 731

What do the screens show for `Fc1ccc(NC(=S)NCc2cccnc2)cc1`?
M1AAP inhibition: 0%; CSM14.1 death rescue: 0.3%; XIAP displacement: -0.7%; NOD2 inhibition: 13%; SIAH1 antagonists: 1%; AID2073: 6%; Hep lipid drop: 10; LYP inhibition: -8%; P. falciparum M17LAP: 1%; Hep lipid drop cells 6.5 µM: 754

What do the screens show for `CC(C)(C)c1ccc(C(=O)Nc2ccc3c(c2)C(=O)NC3=O)cc1`?
NOD2 inhibition: 16%; SIAH1 antagonists: 1%; AID2073: 30%; Hep lipid drop: 4; LYP inhibition: -16%; Hep lipid drop cells 6.5 µM: 745

How did O=C(O)c1ccc(CNC(=O)c2ccc(Br)o2)cc1 do in these assays?
M1AAP inhibition: 3%; CSM14.1 death rescue: 0.6%; XIAP displacement: -1.4%; NOD2 inhibition: -5%; SIAH1 antagonists: 2%; AID2073: -12%; LYP inhibition: 2%; P. falciparum M17LAP: -11%

Results for CCOC(=O)c1sc(NC(=S)NC(=O)c2ccccc2Cl)c(C(=O)OCC)c1C ?
M1AAP inhibition: -2%; CSM14.1 death rescue: 0.2%; XIAP displacement: 0.5%; NOD2 inhibition: 15%; SIAH1 antagonists: 5%; AID2073: -1%; Hep lipid drop: -9; LYP inhibition: 8%; P. falciparum M17LAP: 0%; Hep lipid drop cells 6.5 µM: 535

Results for CSc1nnc(Cn2c(=O)sc3ccccc32)n1-c1cccc(Cl)c1 ?
M1AAP inhibition: 5%; CSM14.1 death rescue: 0.3%; XIAP displacement: -0.5%; NOD2 inhibition: 6%; SIAH1 antagonists: 2%; AID2073: -8%; LYP inhibition: -10%; P. falciparum M17LAP: -10%

Results for O=C(c1cccs1)N1CCC2(O)CCCCC2C1c1ccc(F)cc1 (stereo not drawn) ?
M1AAP inhibition: -6%; CSM14.1 death rescue: 0.2%; XIAP displacement: -6.1%; NOD2 inhibition: -4%; SIAH1 antagonists: -1%; AID2073: 4%; Hep lipid drop: -1; LYP inhibition: 0%; P. falciparum M17LAP: -2%; Hep lipid drop cells 6.5 µM: 726

How did CCN(C(=O)CCCC(=O)N(CC)c1ccccc1)c1ccccc1 do in these assays?
M1AAP inhibition: 1%; CSM14.1 death rescue: 3.3%; XIAP displacement: -3.0%; NOD2 inhibition: 16%; SIAH1 antagonists: 3%; AID2073: 1%; Hep lipid drop: -22; LYP inhibition: -8%; P. falciparum M17LAP: -11%; Hep lipid drop cells 6.5 µM: 713

Three entries picked at random from those above:
Results for O=C(c1cccs1)N1CCC2(O)CCCCC2C1c1ccc(F)cc1 (stereo not drawn) ?
M1AAP inhibition: -6%; CSM14.1 death rescue: 0.2%; XIAP displacement: -6.1%; NOD2 inhibition: -4%; SIAH1 antagonists: -1%; AID2073: 4%; Hep lipid drop: -1; LYP inhibition: 0%; P. falciparum M17LAP: -2%; Hep lipid drop cells 6.5 µM: 726

Results for CCOC(=O)c1sc(NC(=S)NC(=O)c2ccccc2Cl)c(C(=O)OCC)c1C ?
M1AAP inhibition: -2%; CSM14.1 death rescue: 0.2%; XIAP displacement: 0.5%; NOD2 inhibition: 15%; SIAH1 antagonists: 5%; AID2073: -1%; Hep lipid drop: -9; LYP inhibition: 8%; P. falciparum M17LAP: 0%; Hep lipid drop cells 6.5 µM: 535

How did CCN(C(=O)CCCC(=O)N(CC)c1ccccc1)c1ccccc1 do in these assays?
M1AAP inhibition: 1%; CSM14.1 death rescue: 3.3%; XIAP displacement: -3.0%; NOD2 inhibition: 16%; SIAH1 antagonists: 3%; AID2073: 1%; Hep lipid drop: -22; LYP inhibition: -8%; P. falciparum M17LAP: -11%; Hep lipid drop cells 6.5 µM: 713
